# Screens as filed in PubChem.
# H1N1 NS1A inhibition = H1N1 influenza NS1A inhibitors, functional cell based assay (AID 504329). NS1A functional cell-based assay, percent inhibition; higher % means a stronger effect. inhibition, % at 12.5 µM; hits with a dose series show IC50 in µM. 0.3% of 340,000 active; in the data active = a potency from the dose series; inconclusive = inhibition above about 27% without an active follow-up result; note: strong numbers were not always called active
# H37Rv inhibition = M. tuberculosis growth inhibition, HTS (AID 449762); M. tuberculosis H37Rv growth inhibition, 7H9 media; higher % means a stronger effect; inhibition, % at 25 µM; hits with a dose series show IC50 in µM; 0.59% of 330,000 active; in the data active = a potency from the dose series; inconclusive = inhibition above about 70% without an active follow-up result;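 note: bacterial growth assessed after seven days of incubation; strong numbers were not always called active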
# PhoP GFP inhibition = PhoP regulon inhibitors, Salmonella typhi PhoP promoter GFP reporter, confirmatory (AID 1850). Salmonella Typhi PhoP-promoter GFP reporter, fluorescence, 4 h; higher % means a stronger effect. inhibition, % at 50 µM; hits with a dose series show IC50 in µM. 0.33% of 310,000 active; in the data active = a potency from the dose series; inconclusive = inhibition mostly from about 25% at the one dose, without a potency; inactive = the rest, 99 in 100 with inhibition below about 19%;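 note: 0% = induced wells with vehicle and 100% = uninduced wells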
# VEEV TC-83 Vero = inhibitors of VEEV TC-83 cytopathic effect, confirmation, Vero cells (AID 588727) | Vero cells, VEEV TC-83 cytopathic effect inhibition; higher % means a stronger effect | inhibition, % at 20 µM; hits with a dose series show IC50 in µM | 0.13% of 350,000 active; in the data active = a potency from the dose series; inconclusive = inhibition mostly from about 14% at the one dose, without a potency; inactive = the rest, 99 in 100 with inhibition below about 12%; note: strong numbers were not always called active
# tuberculosis growth = growth inhibition of non-replicating M. tuberculosis (AID 488890); 0.39% of 320,000 active; inhibition, % at 25 µM, or IC50 in µM where a hit was titrated; Mycobacterium tuberculosis non-replicating, growth inhibition; higher % means a stronger effect; in the data active = a potency from the dose series; inconclusive = inhibition mostly from about 82% at the one dose, without a potency; inactive = the rest, 99 in 100 with inhibition below about 76%;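 note: plate controls were DMSO cells for no effect and high antibiotic wells for full effect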
# VEEV TC-83 Vero 10K pilot screen = also measured in VEEV TC-83 Vero; calls as there; inhibition, %; measured here: 10K pilot screen inhibition
# An asterisk follows results filed as active; i = inactive; ? = inconclusive; . = not tested or not shown; & = joins results of further samples.
SMILES,H1N1 NS1A inhibition,H37Rv inhibition,PhoP GFP inhibition,VEEV TC-83 Vero,tuberculosis growth,others
CCOC(=O)c1cc2occc2n1Cc1ccc(F)cc1,-2%,0%,2%,2.3%,5%,
O=[N+]([O-])c1ccccc1/C=C/C=N/n1c(-c2ccc(Cl)cc2)n[nH]c1=S,-7%,2%,-8%,6.6%,-15%,
COc1ccc2nc(NC(=O)c3ccccc3[N+](=O)[O-])sc2c1,-11%,7%,-1%,1.3%,24%,
COc1ccc(C(C(C(=O)c2ccco2)N2CCOCC2)N2CCOCC2)cc1 (stereo unspecified),4%,-4%,-1%,0.8%,74%,
Cc1cccc(-c2nnc(SCC3CNC(=O)O3)n2-c2ccc(Cl)cc2)c1 (stereo unspecified),-11%,9%,0%,0.0%,24%,
COC(=O)c1sc(N)c(C(=O)OC)c1COC(=O)C1CC(=O)N(Cc2ccco2)C1 (stereo unspecified),1%,-8%,-6%&-9%,i,21%,
CC(C)CCN(C(=O)Cc1ccccc1F)c1c(N)n(Cc2ccccc2)c(=O)[nH]c1=O,0%,3%,6%,0.5%,15%,
COc1ccc(CCN2CC(C(=O)NCCc3cnn(C)c3)CCC2=O)cc1 (stereo unspecified),7%,1%,-7%,1.1%,6%,
CCC1(C)CC(c2nc(-c3ccc(OC)cc3)cs2)CCS1 (stereo unspecified),-5%,2%,-3%,i,11%,
O=C(C[C@@H]1C/C=C/CC[C@@H](Cc2ccc(F)cc2)C(=O)O[C@H](c2ccccc2)CNC1=O)NCCO,-56%,1%,.,9.4%,20%,
CCC(C)[C@H](NC(=O)NC1CC1)C(=O)O (stereo partly specified),-4%,0%,6%,i,-6%,
CC(C)(C)C1CCC(OC(=O)CCC(=O)Nc2ccccc2)CC1 (stereo unspecified),1%,-5%,-6%,1.5%,47%,
COc1ccccc1C(CNC(=O)c1ccc(NS(=O)(=O)c2ccc(C(C)=O)cc2)cc1)N1CCCC1 (stereo unspecified),-5%,.,.,0.6%,.,
C=CCNC(=O)c1ccccc1NC(=O)c1cccc2ccccc12,8%,5%,3%,3.0%,15%,
CCCCCCCNC(=O)C1(CC2CC(c3ccc(Cl)cc3)=NO2)CCN(C(=O)c2cc(OCC)c(OCC)c(OCC)c2)CC1 (stereo unspecified),-4%,-3%,-4%,2.3%,17%,VEEV TC-83 Vero 10K pilot screen=0.0
Cc1nc(=S)n(-c2ccccc2)[nH]1,-10%,-2%,0%,0.3%,4%,
Cc1cccc(S(=O)(=O)N2CCC(CO)(Cc3ccccc3)CC2)c1,4%,-3%,-5%,0.8%,14%,
NC(=O)c1cc2n(n1)C(C(F)(F)F)CC(c1ccco1)N2 (stereo unspecified),2%,-8%,11%,1.9%,-5%,
CCN(CC(=O)NCc1cccs1)C(=O)c1ccc(NS(=O)(=O)c2ccc(C(C)=O)cc2)cc1,-6%,-6%,2%,0.6%,9%,
Cc1cc(C)n(-c2nnc(C)n2N)n1,-3%,-5%,8%,2.0%,-6%,
Cn1c(=O)n(CCc2ccccc2)c(=O)c2c1ncn2Cc1ccccc1,27%,7%,-9%,0.5%,18%,
CCCCc1ccc(NC(=S)Nc2ccc(Cl)c(S(=O)(=O)N(C)C)c2)cc1,6%,?,-11%,i,?,
CN(CCc1ccccc1)C(=O)c1ccc(NC(=O)Cc2ccc(NC(=O)C3CCCN(C(=O)C4CC4)C3)cc2)cc1 (stereo unspecified),-26%,.,.,i,.,
COc1ccc(-c2cc(C)no2)cc1S(=O)(=O)N1CCN(c2ccccc2F)CC1,-9%,-6%,0%,1.5%,14%,

# Sorted by SMILES length (rising): part of the list above
SMILES,H1N1 NS1A inhibition,H37Rv inhibition,PhoP GFP inhibition,VEEV TC-83 Vero,tuberculosis growth,others
Cc1cc(C)n(-c2nnc(C)n2N)n1,-3%,-5%,8%,2.0%,-6%,
Cc1nc(=S)n(-c2ccccc2)[nH]1,-10%,-2%,0%,0.3%,4%,
CC(C)(C)C1CCC(OC(=O)CCC(=O)Nc2ccccc2)CC1 (stereo unspecified),1%,-5%,-6%,1.5%,47%,
COc1ccc2nc(NC(=O)c3ccccc3[N+](=O)[O-])sc2c1,-11%,7%,-1%,1.3%,24%,
CC(C)CCN(C(=O)Cc1ccccc1F)c1c(N)n(Cc2ccccc2)c(=O)[nH]c1=O,0%,3%,6%,0.5%,15%,
CCN(CC(=O)NCc1cccs1)C(=O)c1ccc(NS(=O)(=O)c2ccc(C(C)=O)cc2)cc1,-6%,-6%,2%,0.6%,9%,

# (more compounds)
SMILES,H1N1 NS1A inhibition,H37Rv inhibition,PhoP GFP inhibition,VEEV TC-83 Vero,tuberculosis growth,others
CCOc1ccc(NC(=O)CN2CCN(CC(=O)Nc3cccc(F)c3)CC2)cc1,6%,-6%,2%,0.5%,0%,
Cn1nccc1C(=O)c1ccc(Cl)cc1,1%,4%,-3%,0.3%,4%,
O=C(COc1ccccc1[N+](=O)[O-])Nc1cccc(S(=O)(=O)N2CCCC2)c1,-4%,-2%,.,6.4%,16%,
COCCCNC(=O)CN1C(=O)c2cccc3cccc1c23,-1%,0%,-8%,0.0%,-6%,
O=C(Cc1ccccc1)NN1C(=O)C2C3C=CC(C3)[C@@H]2C1=O (stereo partly specified),-6%,-1%,13%,i,-15%,
O=C(O)C1(Nc2ccc(Cl)cc2)CCCC1,-2%,.,.,9.1%,.,
CC(C)(C)S(=O)(=O)/C(C#N)=N/Nc1ccc(S(N)(=O)=O)cc1,1%,1%,-10%,1.9%,-5%,
Cc1ccc(OCc2nnc(SCC(=O)N3C(C)CCCC3C)o2)cc1 (stereo unspecified),7%,-10%,-6%,0.3%,8%,
COc1ccc(-n2cnc3cc(C(=O)NCC4CCCO4)ccc32)cc1 (stereo unspecified),0%,0%,8%,0.5%,1%,
Cc1cc(NC(=O)COC(=O)COc2ccc(Cl)cc2C)c([N+](=O)[O-])cc1C,0%,16%,2%,0.5%,41%,
O=C(c1noc2c1CCCC2)N1CCN(c2ccccc2)CC1,2%,3%,0%,3.4%,-7%,
COc1ccccc1C(=O)NCC(=O)N1CCN(c2ncccn2)CC1,-10%,5%,.,0.1%,3%,

# Of the compounds above, 2 contain a tert-butyl group.
SMILES,H1N1 NS1A inhibition,H37Rv inhibition,PhoP GFP inhibition,VEEV TC-83 Vero,tuberculosis growth,others
CC(C)(C)C1CCC(OC(=O)CCC(=O)Nc2ccccc2)CC1 (stereo unspecified),1%,-5%,-6%,1.5%,47%,
CC(C)(C)S(=O)(=O)/C(C#N)=N/Nc1ccc(S(N)(=O)=O)cc1,1%,1%,-10%,1.9%,-5%,

# (further entries)
SMILES,H1N1 NS1A inhibition,H37Rv inhibition,PhoP GFP inhibition,VEEV TC-83 Vero,tuberculosis growth,others
C[C@H](C(=O)O)c1n[nH]c(=O)c2ccccc12,2%,-3%,-7%,1.9%,1%,
COCCn1c(SCC(=O)Nc2cccc(S(N)(=O)=O)c2)nc2cc(Cl)ccc2c1=O,0%,-4%,-3%,3.4%,-2%,
COc1cc(C(=O)N2CCN(c3ccccc3F)CC2)ccc1OCC(=O)N1CCOCC1,-3%,8%,.,0.2%,3%,
COCCn1c(SCCN2CCOCC2)nc2c1c(=O)[nH]c(=O)n2C,1%,-4%,-3%,0.2%,-4%,
C=CCn1c(SCC(C)=O)nc2sc3c(c2c1=O)CCC3,-1%,3%,1%,i,4%,
Cc1cc(NC(=O)CSCC(=O)N(C)Cc2ccc(Cl)c(Cl)c2)no1,-6%,-14%,-5%,1.0%,70%,
CCC(=O)N1CCN(c2ccc(NC(=O)c3c(F)c(F)c(OC)c(F)c3F)cc2)CC1,10%,1%,11%,1.8%,10%,
CN(c1ccccc1)S(=O)(=O)c1ccc(C(=O)Nc2nnc(C3CC3)s2)cc1,-6%,6%,3%,0.5%,13%,
COC(=O)C1=C(C)NC(C)=C(C(=O)OC)C1c1ccc(C)o1,.,-3%,4%,i,26%,
O=C(Nc1ccccc1)Nc1ccc2nnsc2c1,10%,-1%,-1%,i,16%,
COc1ccc(C(=O)NCc2nnc(SCC(=O)N3CCCC3)o2)cc1OC,24%,0%,-1%,i,-15%,
Cc1nn(-c2ccccc2)c(C)c1C(=O)OC(C)C(=O)NC1CCCCC1C (stereo unspecified),-11%,-9%,.,0.4%,10%,

# Pulled by compound from the list above (2):
SMILES,H1N1 NS1A inhibition,H37Rv inhibition,PhoP GFP inhibition,VEEV TC-83 Vero,tuberculosis growth,others
COc1ccc(C(=O)NCc2nnc(SCC(=O)N3CCCC3)o2)cc1OC,24%,0%,-1%,i,-15%,
O=C(Nc1ccccc1)Nc1ccc2nnsc2c1,10%,-1%,-1%,i,16%,

# (more compounds)
SMILES,H1N1 NS1A inhibition,H37Rv inhibition,PhoP GFP inhibition,VEEV TC-83 Vero,tuberculosis growth,others
COc1ccc([C@@H]2[C@@H]3C(=O)N(C(C)(C)C)C(=O)[C@@H]3[C@]3(Cc4ccc(Cl)cc4)C(=O)N(c4cccc(C)c4)C(=O)N23)cc1,5%,-10%,-10%,0.1%,58%,
CCCNC(=O)C1CCC(CNS(=O)(=O)c2cccc3nsnc23)CC1 (stereo unspecified),1%,6%,6%,i,0%,
COc1ccc(C(CNC(=O)c2ccc(S(=O)(=O)Nc3ccccc3C)cc2)N2CCOCC2)cc1 (stereo unspecified),-2%,-2%,6%,i,4%,
COc1ccc(/C=C/c2cc(C(=O)O)c3ccccc3n2)cc1,-9%,1%,-4%,i,.,
Cc1cc(=O)[nH]c(SCC(=O)Nc2nnc(SCc3ccccc3)s2)n1,-9%,8%,-14%,6.7%,28%,
COc1ccc(NC(=O)CN(C2CCCCC2)S(C)(=O)=O)cc1Cl,-3%,-2%,11%,0.9%,-1%,
O=C(OCN1C(=O)c2ccccc2C1=O)c1cccc(OC(F)F)c1,0%,1%,13%,2.6%,15%,
Cc1ccc(-n2nc(C)c3c(C)c(CCC(=O)Nc4ccc(CN5CCCC5)cc4)c(C)nc32)cc1,20%,13µM*,5%,i,?,
COc1cc(C2NC(C(=O)O)Cc3c2[nH]c2ccccc32)cc(OC)c1OC (stereo unspecified),-4%,-5%,-3%,1.2%,10%,
O=C(NCCN1CCOCC1)c1ccc2c(c1)ncn2C1CCCC1,-1%,-2%,3%,i,.,
O=C(O)C(=O)/C(=C\c1cccc2ccccc12)c1ccc2ccccc2n1,7%,1%,-6%,5.5%,44%,
CC(C)(C)NC(=O)C(c1ccccc1)N(C(=O)C1CSC(=O)C1)c1ccccc1 (stereo unspecified),-1%,-6%,-23%,0.3%,2%,
Cc1ccc(O)c(NC(=O)c2cc([N+](=O)[O-])ccc2Cl)c1,2%,9%,-9%,5.2%,22%,
O=[N+]([O-])c1cnc(Nc2ccc(Cl)cn2)c([N+](=O)[O-])c1,-17%,46µM*,1%,6.0%,1.9µM*,
O=C(COc1ccccc1)Nc1ccccc1F,-3%,1%,6%,0.7%,?,
CSc1ccc(OC2CCCCC2NS(=O)(=O)c2ccc(Cl)cc2)cc1 (stereo unspecified),7%,8%,-4%,i,14%,
